# Compound activity: PubChem, National Center for Advancing Translational Sciences (NCATS)
# Lipid storage S3: qHTS Assay for Lipid Storage Modulators in Drosophila S3 Cells; AID 2685; Drosophila S3 cells, BODIPY lipid droplet fluorescence, 18-24 h; cells fed with added oleic acid; Potency in µM for hits, for the others lipid storage change, negative = inhibition, % at the top dose, mostly 46.1 µM; 0.64% of 320,000 active; active = well fitted inhibition curve with a large enough effect in the signal ratio, with a control signal flat, not every such curve was filed as active; inconclusive = small, poorly fitted or top-dose-only effect, or effect the other way, or a change in a side signal; the % refers to the signal ratio
#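 Laser-scanning cytometry quantifies lipid droplet accumulation (500–530 nm total intensity; droplet/cell object ratio) in oleic acid-fed (400 uM added) Drosophila S3 cells treated with a concentration series. 20 uM Triacsin C defined 100% inhibition.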
# Lipid storage S3 cell count max: also measured in Lipid storage S3; calls as there; cell number change, %; measured here: cell count max response;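 cells counted by Cell Tracker Red CMTPX staining in the red channel; peak over a dose series mostly up to 46.1 µM; percent activity relative to internal control wells on each plate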
# * hit, by the source's call; i = inactive; ? = inconclusive; · = not tested or not shown. % is set by controls: 0 for no effect and ±100 for the full control effect; potency is the fitted concentration of half-maximal effect. These rows are one share of the data; the hit share may differ from the screen's.
# Every second line gives: Lipid storage S3 | Lipid storage S3 cell count max
> CC1CCc2c(nc3ncnn3c2NCCc2ccccc2F)C1 (centres undefined)
    -11% | 13
> CC(C)(C)c1ccc(C(=O)N/C(=C\c2ccco2)C(=O)O)cc1
    -11% | ·
> CCCCNC(=O)C(C#N)c1nc2ccccc2nc1N1CCN(c2ccccc2F)CC1 (centres undefined)
    -8% | 1
> N#Cc1ccc(CSc2nnc(-c3cccc(S(=O)(=O)N4CCCCC4)c3)o2)cc1
    i | ·
> CCCN(Cc1cc2cc(C)ccc2[nH]c1=O)C(=O)c1ccccn1
    ? | ·
> CCCn1c(NC(=S)Nc2ccccc2)nc2ccccc21
    ? | ·
> CC(C)N(C(=O)N1CCC(c2nc(-c3ccncc3)no2)CC1)C(C)C
    ? | ·
> CC1CCN(CC(=O)NC2CCCCC2)CC1
    ? | ·
> Cn1nc(OCCOc2ccccc2)ccc1=O
    10% | 2
> CCOc1ccc(S(=O)(=O)N2CCN(Cc3ccc4c(c3)OCO4)CC2)cc1C
    ? | ·
> CCN=C1SC(CC(=O)NC(N)=O)C(=O)N1CC (centres undefined)
    ? | ·
> Cc1ccc2nc(-c3cccc(S(=O)(=O)N4CCCC4)c3)cn2c1
    ? | ·
> Cc1cccc2cc3cccc(C)c3nc12
    ? | ·
> Cc1ccc(S(=O)(=O)Nc2ccc(C(=O)Nc3cc(C)on3)cc2)cc1
    0% | 2
> NC(=O)[C@@H]1CC2(CC(c3cccc(NC(=O)CC(c4ccccc4)c4ccccc4)c3)=NO2)CN1C(=O)[C@@H]1CCC(=O)N1 (some centres undefined)
    11% | ·
> CCN(CC)C(=S)Nc1ccc(OC(F)F)cc1
    ? | ·
> Cc1ccc(S(=O)(=O)NCC(=O)N(CC(=O)NCc2ccco2)Cc2ccccc2)cc1
    ? | ·
> NC1=NN=C(c2ccc3c(c2)OCCO3)CS1
    -1% | -12
> COc1ccc(CNC(=O)C2CCCN(c3nccc(C)n3)C2)cc1 (centres undefined)
    8% | 4
> CC(=O)Nc1ccc(S(=O)(=O)Nc2nc3ccccc3nc2Nc2cccc(S(N)(=O)=O)c2)cc1
    10% | 7

# Structural class: the entries above containing a halogen
# Every second line gives: Lipid storage S3 | Lipid storage S3 cell count max
> CC1CCc2c(nc3ncnn3c2NCCc2ccccc2F)C1 (centres undefined)
    -11% | 13
> CCCCNC(=O)C(C#N)c1nc2ccccc2nc1N1CCN(c2ccccc2F)CC1 (centres undefined)
    -8% | 1
> CCN(CC)C(=S)Nc1ccc(OC(F)F)cc1
    ? | ·

# The list goes on:
# Every second line gives: Lipid storage S3 | Lipid storage S3 cell count max
> CC1CC(C)(C)NC(=S)N1CC(=O)NCc1ccccc1Cl (centres undefined)
    ? | ·
> CN(CC(=O)Nc1ccc(Cl)cc1)C(=O)CNC(=O)c1ccc2ccccc2c1
    14% | -2
> CCOc1cc(OCC)cc(C(=O)NC(=S)Nc2cccc(C(F)(F)F)c2)c1
    -26% | -23
> COc1ccc(Cn2c(=O)[nH]c3cc(C(=O)NCCCN4CCCC4)ccc3c2=O)cc1
    ? | ·
> Cc1ccc(C)c(S(=O)(=O)NCC(=O)OCC(=O)Nc2sccc2C(N)=O)c1
    9% | -11
> CC1CCCCN1C(=O)C1CCN(c2nc(-c3ccccc3)nc3c2CCC3)CC1 (centres undefined)
    ? | ·
> CCCn1nc(NC(C)=O)c2cc3cccc(C)c3nc21
    -1% | 15
> COc1ccc(-c2cc(N)n(S(=O)(=O)c3ccc(F)cc3)n2)cc1OC
    ? | ·
> CSc1sc(C(=O)NNC(C)=O)c2c1C=CCC2
    ? | ·
> CS(=O)(=O)Oc1ccc(Br)cc1/C=C1/N=C(c2ccco2)OC1=O
    3% | -1
> O=C(COc1ccc(Br)cc1Cl)c1ccc[nH]1
    -5% | -24
> O=C(N1CCOCC1)C12CC3CC(C1)CC(C(=O)N1CCOCC1)(C3)C2
    ? | ·
> COc1ccc(/C=N/N=C2\SCC(=O)N2c2c(C)n(C)n(-c3ccccc3)c2=O)cc1OC
    ? | ·
> Cc1cccc(NC(=O)CNC(=O)COc2ccc(-c3ccc(C#N)cc3)cc2)c1C
    ? | ·
> CC(C)(C)c1ccc(OCC(=O)Nc2cccc(S(=O)(=O)NC3=NCCCCC3)c2)cc1
    ? | ·
> Cc1ccc(S(=O)(=O)Nc2cc(-c3ccccc3)nn2C)cc1
    ? | ·
> Cc1cc(C)c(C2=Nn3c(C)nnc3SC2C)cc1C (centres undefined)
    ? | ·
> CC1=NN(C(=O)c2ccoc2C)C(O)(C(F)(F)F)C1 (centres undefined)
    2% | 5
> COc1ccccc1N(C(=O)Cn1nnc(-c2ccc(C)o2)n1)C(C(=O)NC1CCCC1)c1ccncc1 (centres undefined)
    ? | ·
> CC(C)Cc1ccc(C(C)NC(=O)c2ccc(=O)[nH]c2)cc1 (centres undefined)
    -12% | -10

# A second format for 5 compounds above:
Lipid storage S3	Lipid storage S3 cell count max	Structure
?	·	Cc1cc(C)c(C2=Nn3c(C)nnc3SC2C)cc1C (centres undefined)
?	·	Cc1ccc(S(=O)(=O)Nc2cc(-c3ccccc3)nn2C)cc1
?	·	COc1ccc(/C=N/N=C2\SCC(=O)N2c2c(C)n(C)n(-c3ccccc3)c2=O)cc1OC
?	·	Cc1cccc(NC(=O)CNC(=O)COc2ccc(-c3ccc(C#N)cc3)cc2)c1C
-12%	-10	CC(C)Cc1ccc(C(C)NC(=O)c2ccc(=O)[nH]c2)cc1 (centres undefined)

# Remaining list, next part.
# Every second line gives: Lipid storage S3 | Lipid storage S3 cell count max
> CC1CCc2ccccc2N1CC(=O)Nc1cccc(S(=O)(=O)N2CCCC2)c1 (centres undefined)
    ? | ·
> CCCc1cc(C(=O)N2CCCC(C(=O)c3cccc4ccccc34)C2)n(C)n1 (centres undefined)
    ? | ·
> COc1ccc(NC(=O)c2ccc(C(=O)c3ccccc3)o2)cc1
    ? | ·
> O=C(COc1ccccc1)Nc1ccc(N2CCCCC2)cc1
    ? | ·
> COc1ccc(NC(=O)CNS(=O)(=O)c2ccc(Cl)cc2)cc1
    ? | ·
> O=C(CCCOc1ccc(Cl)cc1Cl)N1CCCc2ccccc21
    ? | ·
> COC(=O)c1ccc(C2NC(=O)CCC2[N+](=O)[O-])cc1 (centres undefined)
    i | -12
> COc1ccc(/C=N/NC(=O)c2ccc3nc[nH]c3c2)c(OC)c1OC
    8% | 25
> O=C(c1ccccc1)c1ccccc1C(=O)N1CCOCC1
    8% | 3
> Cc1ccc(-c2nnc(SCC(N)=O)n2C)cc1
    20% | 2
> CN(C)CCCn1c(SCc2ccc(Cl)cc2)nnc1-c1ccncc1
    -19% | 11
> Cc1onc(-c2ccccc2)c1C(=O)N1CCc2ccccc21
    -1% | -4
> COc1ccc(Cl)cc1-c1nc(-c2ccc(NC(=O)c3cccs3)cc2)no1
    ? | ·
> COc1ccc(S(=O)(=O)c2c(C)c(NS(=O)(=O)c3ccccc3)cc(C)c2O)cc1
    ? | ·
> Cc1[nH]c2ccccc2c1C(=O)CN1CCN(C2CCCCC2)CC1
    i | 19
> COC(=O)c1ccccc1NC(=O)c1cc2n(n1)C(C(F)F)CC(C(F)F)N2 (centres undefined)
    ? | ·
> CC(C)NC(=O)c1cc2ccccc2o1
    -6% | -11
> Cc1nn(C(C)C)c(C)c1CN1CCN(Cc2ccsc2)C(CCO)C1 (centres undefined)
    -3% | -1
> Cc1ccc(-c2nn(-c3ccccc3)cc2C(=O)N2CCN(c3ccccn3)CC2)cc1
    -5% | -17
> Cc1ccc(S(=O)(=O)N2CCC(C(=O)O)CC2)cc1C(=O)O
    ? | ·
> CCOC(=O)C(C)Sc1nc2ccccc2c(=O)n1CC (centres undefined)
    ? | ·
> CCc1c(C)nc(SCC(=O)CC(=O)OC(C)C)c(C#N)c1C
    ? | ·
> O=C(COC(=O)CNC(=O)c1ccccc1)NC1CCCCC1
    ? | ·
> Nc1ccc(NC(=O)Nc2ccc(N)cc2)cc1
    ? | ·
> Cc1cc(OC(C)C(=O)N2CCN(c3ccccc3)CC2)c2c(C)c(C)c(=O)oc2c1 (centres undefined)
    i | 5
> Cc1ccc(C)c(S(=O)(=O)N2CCN(CC(=O)Nc3ccc4c(c3)CCC4)CC2)c1
    24% | -1
> COc1ccc(S(N)(=O)=O)cc1C(=O)NCC(C)(C)N1CCCCC1
    ? | ·
> CCO[C@@H]1OC(C(=O)N2CCOCC2)=C[C@H](C2CCCCC2)[C@H]1CCCO
    -7% | -17
> COCCNS(=O)(=O)c1ccc2c(c1)oc(=O)c1cc(S(=O)(=O)NCCOC)ccc12
    ? | ·
> Cc1nn(Cc2ccccc2)c(C)c1NC(=O)c1cccs1
    5% | 16
> COc1ccc(NC(=O)CN(C)CC(=O)Nc2sc3c(c2C(N)=O)CCC3)cc1
    ? | ·
> COC(=O)C1C(O)=C(C=Nc2cccc3ccccc23)C(=O)CC1(C)C (centres undefined)
    -1% | 12
> Cc1cc(C(=O)COc2cccc([N+](=O)[O-])c2)c(C)n1C1CC1
    8% | -8
> COc1cccc(N2CCN(C(=O)C3CCCN(c4ncnc5c4nc4n5CCCCC4)C3)CC2)c1 (centres undefined)
    ? | ·
> COc1ccc2[nH]cc(S(=O)(=O)c3ccc(C(C)C)cc3)c(=O)c2c1
    7% | 15
> CCC(=O)Nc1ccc(C(=O)CSc2nnc(-c3ccc(NS(C)(=O)=O)cc3)n2C)cc1OC
    4% | 7
> Cc1ccc(Cc2cnc(NC(=O)c3ccco3)s2)cc1
    i | ·
> Cc1cnc(C)c(N2CCC(C(=O)NC(C)c3cccs3)CC2)n1 (centres undefined)
    ? | ·
> COc1ccc(/C=C2\C(=O)NC(=S)N2C(=O)c2ccc(C)cc2)cc1
    2% | 13
> FC(F)(F)C12CC(c3ccccc3)=NCCN1CCN2 (centres undefined)
    4% | 10
> C=CCN1C(=O)/C(=C/c2ccccc2)S/C1=N/c1nccs1
    ? | ·
> COc1ccccc1-n1c(SCC(=O)N2CCOCC2)nc(O)cc1=O
    i | -21
> O=c1oc2ccc(Cl)cc2cc1-c1ccccc1
    ? | ·
> N#Cc1nc(N2CCOCC2)nc(N2CCOCC2)n1
    -3% | -1
> O=C(Nc1nnc(-c2ccccc2)o1)C1CCCCC1
    ? | ·
> CCN1C(=O)CC(N2CCN(c3ccc(C(=O)c4ccncc4)cc3)CC2)C1=O (centres undefined)
    ? | ·
> CC(C)NC(=O)c1ccc(OC2CSC2)cc1
    -7% | 2
> COc1ccccc1CN1CCC(n2nccc2NC(=O)CCCc2ccccc2)CC1
    i | -9
> C=CCOc1ccc(-c2nc3c(c(=O)[nH]c(=O)n3CCCC)n2C)cc1OC
    -21% | -6
> O=C(COC(=O)/C=C/c1ccccc1[N+](=O)[O-])NC1CCS(=O)(=O)C1 (centres undefined)
    ? | ·

# More compounds
# Every second line gives: Lipid storage S3 | Lipid storage S3 cell count max
> CCn1c(SC)nc2cc(S(=O)(=O)N3CCCCC3)ccc21
    1% | -3
> Cc1cccc(NC(=O)CNC(=O)Cc2ccc3c(c2)OCCO3)c1C
    ? | ·
> Cc1cc(OC(C)C(=O)NNC(=O)Nc2ccc(F)cc2F)cc(C)c1Cl (centres undefined)
    -7% | 12
> CC(CCc1ccccc1)NC(=O)[C@@H]1Cc2ccccc2CN1 (some centres undefined)
    ? | ·
> COc1ccc(OC)c(/C=N/NC(=O)C(=O)N2CCCC2)c1
    -6% | 6
> CC(=O)Nc1ccccc1N(C)S(=O)(=O)c1ccc(C)cc1
    ? | ·
> COC(=O)C1CN(C(=O)COc2ccc(Cl)cc2Cl)c2ccccc2O1 (centres undefined)
    17% | 8
> CCN(CC)c1nc(-c2nn[nH]n2)nc(N(CC)CC)n1
    ? | ·
> CCNS(=O)(=O)c1ccc(CCC(=O)Nc2ccccc2C(=O)OC)cc1
    ? | ·
> CC(C)C12CN3CCN(CC(C3)/C1=N\NC(=O)Nc1ccccc1)C2
    ? | ·
> CCSc1ncnc2sc(C)c(C)c12
    9% | -22
> CCOc1ccccc1-n1c(SCC(=O)N2CCCc3ccccc32)nnc1-c1cccnc1
    ? | ·
> CC(C)CN1CCN(Cc2ccc3ncccc3c2)CC1CCO (centres undefined)
    ? | ·
> C=CCc1cc(Cl)ccc1OCCCNCCO
    11% | 11
> Cc1ccc2[nH]c(C)c(CC(=O)NCc3ccccc3)c2c1
    ? | ·
> COCCNC(=O)c1onc(CSc2cccc(OC)c2)c1C(=O)O
    ? | ·
> Cc1ccc(Cl)c(OCC(=O)Nc2ccccc2C(=O)NC2CC2)c1
    ? | ·
> CCCn1c2c(c(O)c(C(=O)Nc3ccccc3)c1=O)CCCC2
    ? | ·
> O=[N+]([O-])c1ccccc1CNCCO
    ? | ·
> O=C(CNc1ccc(Br)cc1)NNC1=NCCC1
    3% | -1
> COc1cccc(C(=O)C2CCCN(Cc3cccn3-c3cccnc3)C2)c1 (centres undefined)
    9% | 3
> Cc1ccc(SCCCn2cnc3ccccc3c2=O)cc1
    -14% | 0
> O=C(O)c1cc(-c2ccccc2)c(N2CCOCC2)s1
    6% | 9
> CCOc1ccc(CN2CCN(CCCc3ccccc3)C(CCO)C2)cc1 (centres undefined)
    9% | ·
> CCOc1ccc(/C=N/NC(=O)c2nnn(-c3nonc3N)c2COc2ccc(F)cc2)cc1
    ? | ·
> COc1ccc(C(=O)NNC(=S)NC2CCCCC2)cc1OC
    -6% | -12
> O=C(CSc1ncnc2c1oc1ccccc12)Nc1cccc(F)c1
    1% | -23
> N#CC(C(=O)OC1CCCCC1)c1nc2ccccc2nc1N1CCCCC1 (centres undefined)
    ? | ·
> O=C(NC(=S)Nc1ccccc1N1CCOCC1)c1ccc(Br)cc1
    i | -27
> COc1cccc(C2C3=C(CCCC3=O)NC3=C2C(=O)c2ccccc23)c1 (centres undefined)
    -8% | -6
> CCC(=O)N1CCc2cc(Br)cc(S(=O)(=O)N3CCCCCC3)c21
    i | ·
